# CendR NRP1 mod = modulators of CendR peptide binding to human neuropilin-1; inhibition, % at 25 µM; AID 602438; actives 0.85% (n = 360,000); FAM-RPARPAR peptide binding to NRP-1, fluorescence polarization; O14786;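 active = inhibition or corrected inhibition above about 18%, plus a signal ratio from 0.5 to 1.5, limit read from the data, passing the limit was not always enough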; also: strong numbers were not always called active
# Target sequence (O14786 whole entry, looked up): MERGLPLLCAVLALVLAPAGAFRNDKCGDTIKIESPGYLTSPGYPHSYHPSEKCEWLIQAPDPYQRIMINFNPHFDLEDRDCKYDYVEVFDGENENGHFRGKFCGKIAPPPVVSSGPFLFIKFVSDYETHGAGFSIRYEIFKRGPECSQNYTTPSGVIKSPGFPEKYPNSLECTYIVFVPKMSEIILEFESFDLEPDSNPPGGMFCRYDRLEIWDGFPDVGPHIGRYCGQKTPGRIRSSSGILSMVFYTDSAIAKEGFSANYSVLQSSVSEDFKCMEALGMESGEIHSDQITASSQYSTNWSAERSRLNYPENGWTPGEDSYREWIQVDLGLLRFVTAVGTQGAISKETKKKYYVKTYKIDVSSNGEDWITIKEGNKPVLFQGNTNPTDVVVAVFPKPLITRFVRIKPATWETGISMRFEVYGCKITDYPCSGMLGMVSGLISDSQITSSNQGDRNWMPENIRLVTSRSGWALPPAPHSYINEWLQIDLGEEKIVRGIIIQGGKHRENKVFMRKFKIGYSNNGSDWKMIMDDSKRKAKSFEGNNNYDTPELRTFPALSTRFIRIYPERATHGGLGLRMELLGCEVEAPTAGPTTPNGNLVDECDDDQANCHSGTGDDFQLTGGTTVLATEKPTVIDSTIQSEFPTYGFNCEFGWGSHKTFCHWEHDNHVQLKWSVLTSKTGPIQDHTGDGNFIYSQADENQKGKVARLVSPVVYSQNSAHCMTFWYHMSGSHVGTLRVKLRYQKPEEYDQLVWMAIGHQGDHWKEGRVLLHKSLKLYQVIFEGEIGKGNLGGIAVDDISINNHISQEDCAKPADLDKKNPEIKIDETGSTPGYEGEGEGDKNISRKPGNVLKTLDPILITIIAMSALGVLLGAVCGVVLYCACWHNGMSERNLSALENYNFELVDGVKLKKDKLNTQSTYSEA
# STEP inh = STEP (human) phosphatase inhibition. recombinant STEP, OMFP fluorogenic substrate, fluorescence. inhibition, % at 20 µM. actives 0.25% (n = 360,000);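 active = inhibition at 20 µM, scaled per plate between control wells, above about 37%, limit read from the data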;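 also: 0% = DMSO with enzyme and substrate and 100% = substrate only without enzyme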
#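 System: STEP (striatal-enriched tyrosine phosphatase) enzyme, cell-free; medium: Bis-Tris pH 6.0 buffer with DTT, detergent; dosing: 20 µM, 1% DMSO; times: reaction 20 min, ambient temperature; detection: fluorescence, 480/540 nm; read-out basis: normalized % inhibition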
# Scp1 inh = Scp-1 (human) phosphatase inhibition; Recombinant Scp1, phosphopeptide, malachite green phosphate absorbance; actives 0.88% (n = 340,000); inhibition, % at 20 µM;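 active = inhibition above about 50% at 20 µM, limit read from the data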;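 also: plate controls were DMSO wells with enzyme for no effect and wells lacking enzyme for full effect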
# Target sequence (Q9GZU7 76-261 limits assumed): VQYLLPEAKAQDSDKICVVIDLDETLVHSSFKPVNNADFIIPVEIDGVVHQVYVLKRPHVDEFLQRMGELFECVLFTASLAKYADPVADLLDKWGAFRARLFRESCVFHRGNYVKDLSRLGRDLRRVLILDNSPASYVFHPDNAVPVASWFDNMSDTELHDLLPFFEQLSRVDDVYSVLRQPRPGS
#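 Material: truncated SCP-1 phosphatase (76-261aa) / Buffer or medium: 50 mM Tris acetate pH 5.5, 0.005% Tween-20, 10 mM MgCl2 / Compound dosing: one concentration, 20 µM, with 1.0% DMSO / Incubation: 45 min room-temperature reaction, 5 min colour, 30 min stabiliser / Detection: colorimetric free-phosphate detection, absorbance 630 nm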
# eLon inh = inhibitors of E. coli Lon protease; P0A9M0; purified E. coli Lon protease, fluorescence polarization; actives 0.42% (n = 360,000); AID 602123; inhibition, % at 7.94 µM; in the data active = inhibition above about 13%, passing the limit was not always enough;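 also: 0% = enzyme with probe and DMSO and 100% = no enzyme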
# MsrA inh = inhibitors of bovine MsrA; purified bovine MsrA, absorbance read-out; inhibition, % at 15.5 µM; actives 0.75% (n = 360,000); in the data active = inhibition above about 4.5%;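 also: 0% = vehicle wells with enzyme and 100% = reference inhibitor wells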
# LMPTP block = LMPTP (human) inhibition | inhibition, % at 20 µM | actives 0.22% (n = 360,000) | recombinant LMPTP-A, OMFP fluorogenic substrate, fluorescence intensity | P24666;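 active = compounds that cut the enzyme signal by at least half of the control window in the single-dose screen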;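 also: plate controls were DMSO wells with enzyme plus substrate for no effect and substrate without enzyme for full effect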
#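 Test system – LMPTP-A phosphatase enzyme · Quantity – 0.625 nM LMPTP-A final · Reagent – OMFP substrate, 400 µM final · Dosing – one test concentration per compound, 20 µM, with 3% DMSO overall · Timing – 50 min enzyme reaction at room temperature, protected from light · Detection – fluorescence intensity · Controls – substrate-only low control, DMSO enzyme-plus-substrate high control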
# DNMT1 block = blocks human DNA methyltransferase DNMT1. DNMT1 molecular beacon, Hinp1I cleavage, fluorescence. inhibition (reported as % activation of signal), % at 10 µM. actives 0.83% (n = 360,000). AID 588458; in the data active = inhibition above about 50%
# MsrA act = bovine methionine sulfoxide reductase A activation; AID 602163; actives 0.3% (n = 360,000); purified bovine MsrA, absorbance read-out; activation, % at 10.6 µM; in the data active = activation above about 7.5%;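 also: 0% = vehicle and 100% = reference activator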
# SUMO1 PPI mod = SUMO1-SIM interaction modulation. P63165. SUMO1 binding to a labelled peptide, TR-FRET, 1 h. inhibition, % at 20 µM. actives 0.33% (n = 360,000); in the data active = inhibition above about 37%
# TbMetRS inhib = Trypanosoma brucei MetRS inhibition | inhibition, % at 11.9 µM | purified T. brucei MetRS, ATP depletion, Kinase-Glo luminescence | actives 0.4% (n = 360,000);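 active = inhibition above a per-plate cutoff of the control wells' mean inhibition plus 3 SD, cut at about 5.5% in these data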;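 also: 0% = DMSO wells median and 100% = median of wells with control inhibitor compound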
#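 Test system – parasite MetRS enzyme · Reagent – substrates ATP, L-methionine and bulk Escherichia coli tRNA · Doses – 11.9 µM compound single dose, 0.9% DMSO · Times – 15 min enzyme-compound preincubation, 2 h reaction, 10 min detection, 25 °C · Signal – Kinase-Glo luminescence, ATP depletion format · Controls – DMSO-only wells as low control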
# An asterisk follows results filed as active; nt = no result given.
SMILES	CendR NRP1 mod	STEP inh	Scp1 inh	eLon inh	MsrA inh	LMPTP block	DNMT1 block	MsrA act	SUMO1 PPI mod	TbMetRS inhib
COC(=O)CSc1ncccc1-c1nc2ccccc2[nH]1	8	-1	5	-3	0.9	1.6	4	-15	5	-0.2
Cc1cccc(Cn2nc(C)c(NC(=O)c3ccc(F)cc3)c2C)c1	-3	2	-4	-4	-0.9	-1.7	0	-6	-1	-0.8
COc1cccc(-c2nnc(-c3ccc4ccccc4c3)o2)c1	-7	2	-25	-9	-0.3	4.8	-2	-3	-12	-0.1
Cn1c(=O)c2c(ncn2CC(=O)OCC(=O)NCc2ccccc2Cl)n(C)c1=O	-1	-3	-3	-1	0.7	-2.2	7	-3	2	-0.8
COCCN(C(=O)CSc1nc2ccccc2s1)c1c(N)n(Cc2ccccc2)c(=O)[nH]c1=O	-90	-3	-6	-51	-0.6	0.9	16	-4	-1	-0.5
CCn1c(SCC(=O)Nc2ccc(S(N)(=O)=O)cc2)nnc1-c1cccc(OC)c1	-7	1	-4	-1	0.2	-1.4	-2	-5	0	-0.8
CC1CCCC(NC(=O)c2ccc3c(c2)OCO3)C1C (stereo not drawn)	-10	0	-8	6	0.3	1.1	0	-6	2	-0.4
Cc1cc(=O)oc2cc(NC(=O)C(C)Oc3ccc(F)cc3)ccc12 (stereo not drawn)	2	0	-1	-7	0.8	0.1	-4	-4	3	0.2
COc1cccc(C2=Cc3ccc(F)cc3C(CC(C)=O)N2c2ccc(-c3cc(OC)c(OC)c(OC)c3)cc2)c1 (stereo not drawn)	2	nt	nt	0	2.6	1.6	nt	-10	-4	-1.4
COc1ccc(CN2CCc3ccccc3C2)c(OC)c1	-13	3	-4	-1	0.1	-2.6	0	-4	1	-0.1
COc1ccc(N2CCN(C(=O)c3ccccc3F)CC2)c([N+](=O)[O-])c1	-5	1	-4	-2	-0.8	-2.0	1	-2	-12	-0.2
CCCCc1c(O)nc(SCC(=O)c2ccccc2)n(-c2ccccc2C)c1=O	-2	-1	-13	7	-0.8	-0.6	-1	-11	3	-0.8
O=C(Nc1ccc(Cl)c(Cl)c1)Nc1nc(-c2ccccc2)cs1	2	1	-10	-2	0.3	-1.0	3	0	-2	0.9
CC1(C)C(=O)NCCN1C(=O)c1ccc2nc(Cc3ccccc3F)oc2c1	12	-1	-13	3	-0.8	-0.2	3	-2	0	0.3
Cc1nc2ncnn2c(N2CCN(C(=O)c3cccc(F)c3)CC2)c1Cc1ccccc1	9	22	-4	2	0.0	-0.9	-2	-1	0	-0.3
O=C(COc1ccccc1Cl)NC1CC1	13	-1	-6	-3	-0.4	-0.8	4	-5	5	-0.3
O=c1[nH]ncc(NCCCO)c1Cl	-1	2	-3	1	-0.5	-0.4	-1	-5	3	-0.6
O=C(CCn1nnc2ccccc21)Nc1nnc(COc2ccccc2F)s1	-8	1	-6	5	1.2	0.9	0	2	1	0.1
COc1ccc(CCNC(=O)c2cc3c(C)nccc3[nH]c2=O)cc1OC	5	2	2	-8	2.2	-0.4	2	-2	-16	-0.2
CCC1(C)CN=C(c2ccccc2)NC1 (stereo not drawn)	7	-4	-10	8	0.8	-0.3	12	-1	-4	-0.2
c1ccc2c(c1)nc1n2CCN1	-13	1	1	-1	-0.3	1.9	-1	-3	-1	-0.8
Cc1cc(=O)oc2cc(OCC(=O)OCC(=O)NC(C)C)ccc12	3	1	-1	6	1.1	-0.5	2	-3	0	-0.8
CC(=O)C1=C(O)C(=O)N(c2ccccn2)C1c1cccc(F)c1 (stereo not drawn)	0	1	-13	0	0.5	-0.9	3	-2	-1	-0.8
O=C(CCc1nnc(CCC2CCCCC2)o1)NCCn1cccn1	1	-2	-1	-2	-1.0	-0.5	1	-5	0	-0.9
O=C(CNC(=O)OCc1ccccc1)NC(Cc1cnc[nH]1)C(=O)O (stereo not drawn)	-3	0	-10	-7	-0.2	-1.3	-3	-2	-6	-0.3
COC(CNC(=O)c1cnn2c(C)c(Cc3ccccc3)c(C)nc12)OC	4	-1	8	5	0.1	-1.7	2	-13	3	-1.9
CCOc1ccc(S(=O)(=O)Nc2cc(OC)c(OC)cc2C(=O)O)cc1	-7	2	-6	-7	0.5	-2.6	0	-3	1	-0.4
Cc1ccc(Nc2cc(C)nc(N3CCOCC3)n2)cc1	5	-2	-12	-4	-0.3	5.0	-6	-3	3	-1.4
COc1cccc(NC(=O)C2(C)CCN2C(=O)Cc2ccc(C(C)C)cc2)c1 (stereo not drawn)	-4	0	nt	1	-1.0	1.3	4	-2	2	-0.1
O=S(=O)(NCCNS(=O)(=O)c1c(F)cccc1F)c1ccc2c(c1)OCCO2	-2	-4	4	-5	1.1	-0.5	5	-4	3	0.1

# Sorted by SMILES length (smallest number first): part of the list above.
SMILES	CendR NRP1 mod	STEP inh	Scp1 inh	eLon inh	MsrA inh	LMPTP block	DNMT1 block	MsrA act	SUMO1 PPI mod	TbMetRS inhib
COC(=O)CSc1ncccc1-c1nc2ccccc2[nH]1	8	-1	5	-3	0.9	1.6	4	-15	5	-0.2
Cc1cccc(Cn2nc(C)c(NC(=O)c3ccc(F)cc3)c2C)c1	-3	2	-4	-4	-0.9	-1.7	0	-6	-1	-0.8
COC(CNC(=O)c1cnn2c(C)c(Cc3ccccc3)c(C)nc12)OC	4	-1	8	5	0.1	-1.7	2	-13	3	-1.9

# 3 compounds from above, arranged by their value in LMPTP block, descending:
molecule | CendR NRP1 mod | Scp1 inh | eLon inh | MsrA inh | LMPTP block | DNMT1 block | MsrA act | SUMO1 PPI mod | TbMetRS inhib
CCCCc1c(O)nc(SCC(=O)c2ccccc2)n(-c2ccccc2C)c1=O | -2 | -13 | 7 | -0.8 | -0.6 | -1 | -11 | 3 | -0.8
CC(=O)C1=C(O)C(=O)N(c2ccccn2)C1c1cccc(F)c1 (stereo not drawn) | 0 | -13 | 0 | 0.5 | -0.9 | 3 | -2 | -1 | -0.8
O=C(Nc1ccc(Cl)c(Cl)c1)Nc1nc(-c2ccccc2)cs1 | 2 | -10 | -2 | 0.3 | -1.0 | 3 | 0 | -2 | 0.9

# Returning to the listing with the 4 entries that preceded the break.
SMILES	CendR NRP1 mod	STEP inh	Scp1 inh	eLon inh	MsrA inh	LMPTP block	DNMT1 block	MsrA act	SUMO1 PPI mod	TbMetRS inhib
CCOc1ccc(S(=O)(=O)Nc2cc(OC)c(OC)cc2C(=O)O)cc1	-7	2	-6	-7	0.5	-2.6	0	-3	1	-0.4
Cc1ccc(Nc2cc(C)nc(N3CCOCC3)n2)cc1	5	-2	-12	-4	-0.3	5.0	-6	-3	3	-1.4
COc1cccc(NC(=O)C2(C)CCN2C(=O)Cc2ccc(C(C)C)cc2)c1 (stereo not drawn)	-4	0	nt	1	-1.0	1.3	4	-2	2	-0.1
O=S(=O)(NCCNS(=O)(=O)c1c(F)cccc1F)c1ccc2c(c1)OCCO2	-2	-4	4	-5	1.1	-0.5	5	-4	3	0.1
CC(C)C(=O)N1CCN(c2ccccc2NC(=O)c2ccc(Br)o2)CC1	-4	-1	-21	-16	0.4	-0.3	-5	-3	0	-0.3
Cc1cc(-c2c(C)[nH]n(-c3ccc(Cl)cc3)c2=O)n(-c2ccccc2)n1	23	1	-10	-3	2.3	-1.5	0	0	3	1.8
COc1ccc(CCNC(=O)c2ccc(N3CCCC3=O)cc2)cc1	7	-3	-7	-6	-0.2	-1.6	2	-6	11	-0.5
COc1cc2ccccc2cc1C(=O)Nc1ccc(N2CCN(C(=O)C(C)C)CC2)cc1	-7	1	-5	-1	-0.9	3.2	-3	-3	-8	-0.2
O=C(CN(c1cccc(Cl)c1)S(=O)(=O)c1ccc(Cl)cc1)NCc1ccccn1	0	0	6	-1	-0.7	0.5	-1	-7	1	-0.4
COc1cccc(-c2cc(C(=O)NCC3CCCO3)c3ccccc3n2)c1 (stereo not drawn)	0	3	-11	-2	0.8	0.2	-9	-3	-8	1.1
COC(=O)c1ccc(NC(=O)c2ccc(F)cc2)o1	9	-4	-10	4	0.7	-1.1	-2	-3	-1	-1.1
CCOc1ccc2[nH]c(=O)c(CN(Cc3ccc(F)cc3)C(=O)c3ccco3)cc2c1	3	0	-3	3	3.1	0.7	-3	-1	7	-0.1
Clc1ccc(Oc2nc(Oc3ccc(Cl)cc3)nc(N3CCOCC3)n2)cc1	12	3	-8	-5	0.5	3.8	-5	-10	-2	-1.1
O=[N+]([O-])c1cccnc1Oc1cccnc1	6	-1	7	-4	2.4	-2.6	1	-6	-12	-0.5
COC(=O)C1=C(CS(=O)(=O)c2ccccc2)NC(=O)NC1c1ccc(OC)c(OC)c1 (stereo not drawn)	9	-1	-4	-7	-1.4	-2.2	6	-3	1	-0.3
CCCc1nnc(NC(=O)CCC(=O)N2CCN(Cc3cc(F)ccc3OC)CC2)s1	12	1	-11	-10	-0.3	-1.6	-1	-4	2	-0.2
Nc1c(-c2cccc(Cl)c2)cnn1-c1ccccc1	-13	1	-6	0	-0.6	0.3	0	-3	-23	-0.9
Cc1ccc(-n2nc(C)cc2NC(=O)CC#N)cc1	11	2	-1	2	1.9	1.3	-2	-3	2	-0.5
CCOC(=O)c1c(CSc2ccccc2)n(C)c2cc(Br)c(OCC(O)CNC(CO)(CO)CO)cc12 (stereo not drawn)	4	4	-14	-3	-1.1	4.0	-22	-1	8	-0.9
Nc1cccc(NP(=O)(c2ccccc2)c2ccccc2)c1	5	-2	-11	-2	-0.6	0.0	-2	4	3	-0.7
CC/C(=N/Nc1ccccc1)c1cnnc(-c2ccccc2)n1	-31	9	-4	0	0.1	2.6	24	-3	-12	-0.4
CCOC(=O)C1(C)CCCN(C(=O)c2ccc(OC(F)F)cc2)C1 (stereo not drawn)	-12	-2	nt	-5	-1.1	0.1	0	-2	2	-0.2
CCOC(=O)CNC1CC(=O)N(c2ccc(Br)cc2)C1=O (stereo not drawn)	0	2	4	-7	0.5	-1.1	1	-3	4	2.5
COc1cccc(/C=C/C(=O)Oc2ccc(C(=O)c3ccc(F)cc3)cc2)c1	1	1	-7	5	-0.1	1.3	9	0	-2	-1.0
CC1(C)OC(=O)NC1c1ccccc1 (stereo not drawn)	-14	0	nt	0	1.9	-1.6	2	-2	5	-0.3
O=C(NCCOc1ccccc1)C1CCCN1C(=O)c1cccs1 (stereo not drawn)	6	3	-8	-11	-1.3	-0.1	2	-4	-3	0.0
O=C(COc1ncnc2ccc(Br)cc12)NC1CCCC1	-3	-1	1	4	-0.4	-0.1	-1	-10	0	-0.5
N#CCSCC(=O)Nc1ccccc1	6	-2	-1	-2	1.4	0.0	-2	-4	4	-0.5
COc1ccc(N2CCN(Cc3nc4cc(Cl)ccc4c(=O)[nH]3)CC2)cc1	-14	-6	-5	-6	0.6	-0.4	-3	-4	0	-0.4
COc1ccc(CSCCN)cc1Cl	3	-2	0	10	-0.6	-2.2	-10	-2	0	-0.8
